MKP-3 inhibition: inhibition of rat DUSP6 enzyme activity – biochemical, in vitro, primary screen (AID 425) | recombinant MKP-3 phosphatase activity, fluorescence; higher % means a stronger effect | inhibition, % at 20 µM, or IC50 in µM where a hit was titrated | hit rate 0.17% among 110,000; in the data active = inhibition above about 50%;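 also: plate controls were vehicle for no effect and reference inhibitor for full effect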
Hsp70 inhibitors: Hsp70 inhibitors, probe displacement, primary screen, biochemical, fluorescence polarization (AID 583). Hsp70 fluorescence polarization probe displacement, mP; higher % means a stronger effect. displacement, % at 20 µM; hits with a dose series show IC50 in µM. hit rate 0.06% among 140,000; in the data active = displacement above about 50%;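 also: plate controls were vehicle for no effect and reference ligand for full effect; a part of the inactive calls stands beside numbers as strong as those of hits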
Active calls of the source: *; x = no result given; & = joins results of further samples. The list is partial, so the mix of outcomes need not match the whole.

Fields: MKP-3 inhibition, Hsp70 inhibitors
- CC(C)(C)Nc1ncnc2c1cnn2-c1ccccc1
→ 8.6%, 3.5%
- C=CCOC(=O)c1sc(N2C(=O)c3oc4ccccc4c(=O)c3C2c2ccco2)nc1C (stereo not drawn)
→ -8.8%, -3.6%
- COc1cc(-c2nn3c(-c4ccccc4)nnc3s2)cc(OC)c1OC
→ -4.2%, 2.3%
- CC(C)OC(=O)CSc1nnc(-c2cccnc2)n1N
→ -2.0%, 3.7%
- CC(C)Cc1cc(C(=O)Nc2c(F)cc(F)cc2Br)no1
→ -5.8%, -3.9%
- CC(C)OC(=O)C1C2C=CC3(CN(C(C)c4ccc(Br)cc4)C(=O)C13)O2 (stereo not drawn)
→ 0.7%, -0.9%
- CCCCOC(=O)CCc1c(C)[nH]c(=O)c(C#N)c1C
→ 10.7%, 5.5%
- CCCCCCn1c(CN2CCCCC2C)nc2c1c(=O)n(C)c(=O)n2C (stereo not drawn)
→ x, 3.1%
- CC(=O)Nc1ccc(S(=O)(=O)Nc2cccc(C)c2C)cc1
→ -5.6%, 2.1%
- Cc1cc(NC(=O)CCC(=O)N(Cc2cccs2)C(C(=O)NC2CCCC2)c2cccnc2)no1 (stereo not drawn)
→ x, 2.1%
- CCOc1ccc(S(=O)(=O)Nc2cccc(Cl)c2)cc1
→ 1.9%, -5.8%
- CCN1CCN(CCCNC(=O)c2cc3cc4ccc(OC)cc4nc3o2)CC1
→ 5.8%, 0.1%
- CC1(C)N=C(c2ccccn2)C(C)(C)N1O
→ x, -0.1%
- CC1CCCN(c2oc(-c3cccc4ccccc34)nc2C#N)C1 (stereo not drawn)
→ -1.4%, -0.6%
- CC(=O)C1=C(C)NC(SCC(=O)c2ccc(Cl)cc2)=C(C#N)C1CC(C)C (stereo not drawn)
→ x, 1.5%
- O=C(CSc1cccc2cccnc12)N1CCOCC1
→ -0.1%, 5.5%
- COc1ccc(S(=O)(=O)N(CC(=O)N2CCCCCC2)c2cc(C)cc(C)c2)cc1OC
→ 4.7%, 2.6%
- Cc1ccc(S(=O)(=O)NCc2csc(C)n2)c(C)c1
→ -2.5%, 2.1%
- O=[N+]([O-])c1ccc(-c2[nH]c(-c3cccs3)nc2-c2ccccc2)cc1
→ 5.4%, -4.7%
- CC(Sc1n[nH]c(=O)[nH]c1=O)C(=O)OCc1ccccc1 (stereo not drawn)
→ 5.4%&3.5%, 3.4%&1.2%
- COc1ccc(-n2nnnc2-c2cccc(OC)c2)cc1
→ 0.6%, 0.9%
- Cc1ccc(O)c(NC(=O)c2cc3n(n2)C(C(F)(F)F)CC(c2ccc(F)cc2)N3)c1 (stereo not drawn)
→ -2.6%, 2.1%
- Cc1ccc2cc(C)c(N3CCC(C)CC3)nc2c1
→ 2.8%, -0.1%
- Cc1cc(C)cc(NCC(=O)Nc2c(C)cccc2C)c1
→ -7.7%, x
- O=C(COc1cccc2ccccc12)NNC(=O)c1ccc(Cl)c(Cl)c1
→ 6.3%, 1.9%
- COc1ccc(S(=O)(=O)n2cnc(C)c2)cc1
→ -11.8%, 4.0%
- CC(C)n1nnnc1SCC(=O)NCc1ccc2c(c1)OCO2
→ x, -3.4%
- Cc1cc(C(=O)NCCC(C)C)ccc1[N+](=O)[O-]
→ 2.4%, -5.4%
- CC(C)(C)c1cc(C(=O)O)c(CN2CCCCC2)o1
→ -1.2%, -2.6%
- O=C(N/N=C/c1c(Cl)cccc1Cl)c1cc(-c2cccc([N+](=O)[O-])c2)n[nH]1
→ 27.0%, -16.2%

The listing continues.
Fields: MKP-3 inhibition, Hsp70 inhibitors
- O=C(Nc1ccc2c(c1)CCC2)C1CCN(c2c3c(nc4ncnn24)CCC3)CC1
→ -4.5%, 7.0%
- CCOCCn1c(CN2CCN(CC)CC2)nc2c1c(=O)n(C)c(=O)n2C
→ -7.0%, 0.7%
- CCOC(=O)C1=NN(c2ccc(C)cc2)C2(S1)SC(C(C)=O)=C(C)N2c1ccccc1 (stereo not drawn)
→ x, -0.4%
- CC1CCN(Cc2c(O)ccc3c4c(c(=O)oc23)CCC4)CC1
→ 3.6%, 2.1%
- COCCN1Cc2cccc(C(=O)N3CCN(c4cc(C)ccc4C)CC3)c2C1=O
→ -9.8%, 4.3%
- CS(=O)(=O)N1CCCC(C(=O)NCCc2ccccc2)C1 (stereo not drawn)
→ 3.0%, -3.1%
- COc1ccc(C2=C/C(=C/c3ccc(Cl)cc3)C(=O)O2)cc1
→ 2.8%, -3.2%
- Cc1cc(C)n(-c2nc3ccccc3c(=O)n2OCCOc2ccccc2)n1
→ -5.1%, 0.6%
- O=C1C(=O)N(c2nccs2)C(c2cccc(Br)c2)/C1=C(\O)c1ccc(F)cc1 (stereo not drawn)
→ 4.5%, -1.3%
- O=C(Nc1ncnc2sc3c(c12)CCCCC3)c1ccc(F)cc1
→ x, -4.2%
- COc1cccc(OCCOc2cccc(/C=C3/SC(=S)N(c4ccccc4)C3=O)c2)c1
→ -0.7%, -2.4%
- O=C(O)CCCC(=O)Nc1nc(-c2ccc(F)cc2)cs1
→ 5.1%&-1.2%, -3.9%&8.9%
- CCc1nnc(NC(=O)C(C)Sc2ccccc2)s1 (stereo not drawn)
→ -9.3%, 0.8%
- c1ccc(Cn2c(CN3CCCC3)nc3ccccc32)cc1
→ x, -4.5%
- COC(=O)c1cc2sccc2n1Cc1nc(-c2ccc(OC)cc2)oc1C
→ 7.2%, 7.5%
- Cc1ccc(NC(=O)/C=C/c2ccc(Cl)cc2)c([N+](=O)[O-])c1
→ 3.1%, -0.4%
- COc1cccc(NC(=S)/C(=C(\[O-])c2ccc(C)c([N+](=O)[O-])c2)[n+]2ccccc2)c1
→ x, 5.7%
- CCOC(=O)c1ccc(CNC(=O)C2CCCCC2C(=O)OCC(F)(F)F)o1 (stereo not drawn)
→ -4.4%, 0.9%
- O=C(CSc1oc(-c2ccc(F)cc2)nc1S(=O)(=O)c1ccccc1)NCC1CCCO1 (stereo not drawn)
→ 5.6%, 3.5%
- O=c1c2ccccc2n2cnnc2n1-c1ccccc1
→ -4.8%, -1.7%
- COC(=O)c1sc(NC(=O)Cc2cccs2)nc1C
→ -9.4%, 1.1%
- CC(C)(C)N(Cc1ccccc1)C(=O)CSc1nnc(CNc2ccc(F)cc2)o1
→ 0.8%, -1.4%
- COC(=O)C1=C(C)NC(=S)NC1c1ccc(OCC(=O)N2CCOCC2)c(OC)c1 (stereo not drawn)
→ -1.5%, -2.7%
- CCOc1ccc(NC(=O)c2c(NC(C)=O)sc3c2CCCC3)cc1
→ -0.6%, 1.3%
- C=CCn1c(CCNC(=O)c2cccs2)nnc1SCC(=O)c1ccc(Cl)cc1
→ x, 3.7%
- CCC(C)n1nccc1NC(=O)C(C)OC(=O)c1cc2ccccc2[nH]1 (stereo not drawn)
→ -11.9%, -2.6%
- CCN(CC)CC(O)COc1ccc2c(c1)OCO2 (stereo not drawn)
→ x, -2.4%
- O=C(Nc1ccc(S(=O)(=O)N2CCc3ccccc3C2)cc1)C1CCCO1 (stereo not drawn)
→ -1.7%, -1.3%
- O=C(C1CCC(C(=O)N2CCc3ccccc32)CC1)N1CCc2ccccc21 (stereo not drawn)
→ -8.2%, 4.9%
- O=C1NN(c2ccccc2)C(=O)/C1=C/c1ccc(-c2cccc([N+](=O)[O-])c2)o1
→ 6.9%, 3.0%

Continuation:
Fields: MKP-3 inhibition, Hsp70 inhibitors
- CCCCC(=O)NC1(C(F)(F)F)C(=O)Nc2c1c(=O)[nH]c(=O)n2Cc1ccco1 (stereo not drawn)
→ 1.1%, 0.4%
- Cc1cccc(N2C(=O)/C(=C/c3ccc(Cl)cc3)SC2=S)c1C
→ -0.3%, -3.3%
- COc1ccccc1-c1cc(-c2ccccc2)nc(SC(C(N)=O)c2ccccc2)c1C#N (stereo not drawn)
→ 2.7%, -4.1%
- O=C(CSc1nnc2scc(-c3ccccc3)n12)N1CCN(Cc2ccccc2)CC1
→ 4.2%, -2.3%
- Cc1ccc(-c2nc3n(n2)C(=O)CCS3)cc1
→ 1.9%, -6.9%
- COc1ccc(N=NC2=C(O)CC(C)(C)CC2=O)c(OC)c1
→ x, -50.2%
- O=C(O)CCC(=O)Nc1sc2c(c1C(=O)Nc1ccc(Cl)cc1)CCCCC2
→ 2.5%, -1.8%
- O=C(O)/C(=C/C(=O)c1ccccc1)N=Nc1c(O)[nH]c2ccccc12
→ -1.4%, 2.7%
- O=c1cc(Cn2ccnc2)c2cc3c(cc2o1)CCC3
→ -1.2%, -0.5%
- COc1ccc(CCN(C(=S)Nc2ccccc2)C2CC(=O)N(c3ccccc3)C2=O)cc1 (stereo not drawn)
→ 1.0%, 1.8%
- Cc1ccc2c(Cl)c(C(=O)Nc3ncccc3Cl)sc2c1
→ 5.9%, -0.9%
- C=CCn1c(CCNC(=O)c2cccs2)nnc1SCC(=O)Nc1cccc(F)c1
→ x, -4.1%
- Cc1cccc(NC(=O)C2CCN(S(=O)(=O)c3cccc4nsnc34)CC2)c1
→ x, 7.9%
- O=C(O)C(F)(F)S(=O)(=O)O
→ -0.3%, 1.9%
- Cc1noc(C)c1COC(=O)c1cccnc1SCC(=O)Nc1ccc2c(c1)OCO2
→ -6.1%, 0.0%
- O=S(=O)(c1ccc(Cl)cc1)N1CCN(C2CC3CCC2C3)CC1 (stereo not drawn)
→ -1.3%, 2.9%
- Cc1cc2ncn(/N=C\c3ccccc3)c2cc1C
→ -0.2%, -1.6%
- Cc1ccc(S(=O)(=O)N(C)C)c(C)c1N1CCc2cnn(S(=O)(=O)c3ccc(Cl)cc3)c21
→ 1.4%, 0.7%
- CN(C)C(=O)CSc1nnc(CCNC(=O)OC(C)(C)C)o1
→ -11.2%, 2.2%
- CCN1CCN(C(=O)CN(C)S(=O)(=O)c2ccc(OC)c(C)c2)CC1
→ x, -2.7%
- COc1ccccc1OCCCOc1ccccc1OC
→ -15.3%, 4.1%
- O=C1OC(c2ccccc2I)=N/C1=C\c1cccc([N+](=O)[O-])c1
→ 2.8%, 4.8%
- CC1Cc2ccccc2N1S(=O)(=O)c1ccc2c(c1)n(C)c(=O)c(=O)n2C (stereo not drawn)
→ 1.3%, 2.7%
- COc1ccc(C(=O)Nc2cc(Cl)cc(Cl)c2)c(OC)n1
→ 4.8%, 4.1%
- C=CCn1c(SC(C)C(=O)NCc2ccc3c(c2)OCO3)nc2scc(-c3ccccc3)c2c1=O (stereo not drawn)
→ x, 0.5%
- COc1ccccc1C(=O)Nc1ccc(S(=O)(=O)N2CCCC2)cc1
→ -0.5%, -1.4%
- COc1cc(C(=O)OCC(=O)NCc2ccco2)cc(OC)c1OC
→ -6.4%, -2.5%
- Oc1c(C=Nc2cccc(Br)c2)sc2ccccc12
→ 4.5%, 2.0%
- O=C(CCS(=O)(=O)c1ccccc1)Nc1nc2c(s1)CCCC2
→ -4.5%, -3.3%
- CC(=O)ON=C1c2cc(S(=O)(=O)N(C)C)ccc2-c2ccc(S(=O)(=O)N(C)C)cc21
→ -2.6%, -0.8%

Some of these compounds in order of their number in MKP-3 inhibition, ascending:
Fields: MKP-3 inhibition, Hsp70 inhibitors
- O=C(CCS(=O)(=O)c1ccccc1)Nc1nc2c(s1)CCCC2
→ -4.5%, -3.3%
- O=c1cc(Cn2ccnc2)c2cc3c(cc2o1)CCC3
→ -1.2%, -0.5%
- Cc1ccc(S(=O)(=O)N(C)C)c(C)c1N1CCc2cnn(S(=O)(=O)c3ccc(Cl)cc3)c21
→ 1.4%, 0.7%
- COc1ccccc1-c1cc(-c2ccccc2)nc(SC(C(N)=O)c2ccccc2)c1C#N (stereo not drawn)
→ 2.7%, -4.1%
- COc1ccc(C(=O)Nc2cc(Cl)cc(Cl)c2)c(OC)n1
→ 4.8%, 4.1%

(further entries)
Fields: MKP-3 inhibition, Hsp70 inhibitors
- COc1ccc(C(C)(C)C)cc1NC(=O)C1C2C=CC(C2)C1C(=O)O (stereo not drawn)
→ -15.4%, 3.9%
- O=C(Cc1cccs1)N(Cc1ccco1)C1(C(=O)NC2CCCC2)CCCCC1
→ -7.7%, 1.0%
- Cc1cc(C)n(-c2ccc(C(=O)OCC(=O)N(CC(C)C)C3CCS(=O)(=O)C3)cc2)n1 (stereo not drawn)
→ -13.3%, 2.1%
- COC(=O)c1cccnc1SCc1ccccc1
→ x, -3.6%
- COc1ccccc1OCc1nc(C#N)c(NCc2ccco2)o1
→ -4.5%, -1.3%
- CCCNC(=O)CCNC(=O)c1ccc(C(C)(C)C)cc1
→ 2.8%, 1.8%
- CC(=O)N(CC(C)(C)CC=C(C)C)C1CCCCC1
→ 4.6%, 2.3%
- CCOc1ccc(-n2cc(C(=O)Nc3cccc(Cl)c3)c3cc(OC)c(OC)cc3c2=O)cc1
→ x, -2.4%
- CCOc1ccc(N2C(=O)CC(Sc3nc(C)cc(C)c3C#N)C2=O)cc1 (stereo not drawn)
→ -4.1%, -4.5%
- CC(=O)c1cccc(NC(=O)CSc2nncn2C)c1
→ -2.1%, -0.1%
- O=C(NCCN1CCOCC1)c1cc2c(=O)n3ccccc3nc2n1Cc1ccccc1
→ -12.5%, 3.4%
- O=C(CC1Nc2ccccc2NC1=O)Nc1ccc(O)cc1 (stereo not drawn)
→ 3.2%, -2.5%
- O=[N+]([O-])c1ccc(NCCNS(=O)(=O)c2ccc(Cl)cc2)c(Cl)c1
→ -2.5%, 2.1%
- Oc1ccc(/C=N/Nc2ccc(C(F)(F)F)cn2)c(O)c1
→ 0.9%, 1.6%
- O=C(Cc1c(F)cccc1Cl)Nc1ccncc1
→ -4.6%, -2.1%
- CCOC(=O)CCP(=O)(O)C(C)(O)c1ccccc1 (stereo not drawn)
→ x, -0.3%
- CNC(=O)c1nc[nH]c1C(=O)NC
→ x, -1.4%
- COc1ccc(-n2c(Cc3cccn3C)nnc2SCC(=O)NCc2ccco2)cc1
→ 2.5%, 4.6%
- CC(=O)Nc1ccc(N2S(=O)(=O)c3ccccc3S2(=O)=O)cc1
→ 9.6%, -3.9%
- O=C(COC(=O)c1cccnc1Nc1cccc(C(F)(F)F)c1)NCc1ccc2c(c1)OCO2
→ x, -1.9%
